Bioassay records (PubChem)
MBD2 inh = inhibitors of MBD2 binding to methylated DNA, primary screen, biochemical, TR-FRET, DNA-binding domain, human; Methyl-CpG-binding domain protein 2 (Homo sapiens), Q9UBB5; MBD2 binding to methylated oligonucleotide; inhibition, % at 4.4 µM; 0.31% of 370,000 active; in the data active = inhibition above about 13%
SIAE primary = human SIAE inhibitors, primary screen, biochemical, fluorescence polarization, FP-Rh probe, 1536-well HTS | 0.69% of 370,000 active | Sialate O-acetylesterase (Homo sapiens), Q9HAT2 | inhibition, % at 9.66 µM | SIAE FP-Rh probe binding | AID 1053197, 2014;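 active = inhibition above a cutoff: mean of compounds within the control limits plus 3 SD of those, cut at about 17% in these data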;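 also: 0% = plate median of compound wells and 100% = probe without SIAE protein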
Target sequence (Q9HAT2 whole entry, looked up): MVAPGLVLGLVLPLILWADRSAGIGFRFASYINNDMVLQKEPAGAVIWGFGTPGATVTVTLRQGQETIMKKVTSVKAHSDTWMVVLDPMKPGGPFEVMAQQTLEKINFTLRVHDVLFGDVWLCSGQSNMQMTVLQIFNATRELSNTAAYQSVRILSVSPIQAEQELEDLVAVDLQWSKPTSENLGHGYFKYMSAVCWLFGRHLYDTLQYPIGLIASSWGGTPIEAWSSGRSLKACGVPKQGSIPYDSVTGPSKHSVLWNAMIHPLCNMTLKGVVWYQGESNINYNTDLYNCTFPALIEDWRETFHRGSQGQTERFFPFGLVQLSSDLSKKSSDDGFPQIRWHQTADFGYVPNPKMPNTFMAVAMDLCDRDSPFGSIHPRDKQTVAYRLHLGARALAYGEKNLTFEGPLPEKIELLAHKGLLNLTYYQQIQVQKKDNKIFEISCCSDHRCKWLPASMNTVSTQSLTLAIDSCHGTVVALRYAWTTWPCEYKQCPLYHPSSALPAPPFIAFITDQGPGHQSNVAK
proKLK7 act = proKLK7 zymogen activators, primary screen, biochemical, fluorescence intensity; 0.9% of 370,000 active; purified proKLK7, EDANS-DABCYL substrate fluorescence; 100% is mature enzyme control, 0% vehicle; activation, % at 7 µM; AID 652039, 2013; Kallikrein-7 (Homo sapiens), P49862;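 active = activation above the mean of all tested compounds plus 3 SD, computed per campaign excluding outliers beyond control limits, cut at about 13% in these data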
UHRF1 binding = UHRF1 methylated DNA binding inhibitors, primary screen, counter-screen for MBD2 inhibitor project, biochemical, TR-FRET, human UHRF1, single concentration. UHRF1 binding to methylated oligo. inhibition, % at 4.4 µM. 0.75% of 370,000 active. AID 687016, 2013; in the data active = inhibition above about 21%;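 also: UHRF1 SRA domain binding a hemimethylated CpG hairpin DNA probe; 0% = median of test compound wells and 100% = reference inhibitor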
DDE Tn6 FP inh = inhibitors of Tn6 peptide binding to fibrin DD(E), primary screen, biochemical, fluorescence polarization, human fibrin, Tn6 probe; Fibrinogen beta chain (Homo sapiens), P02675; Fibrin DD(E) TRITC-Tn6 fluorescence polarization displacement; inhibition, % at 8.3 µM; 0.21% of 370,000 active; AID 720509, 2013;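 active = inhibition above a per-campaign cutoff: mean of compounds within control limits plus 3 SD, cut at about 15% in these data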;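 also: 0% = median of all compound wells on the plate and 100% = blocking peptide control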
TDP2 inh = human TDP2 enzyme inhibitors, primary screen, biochemical, epi absorbance, recombinant enzyme | Tyrosyl-DNA phosphodiesterase 2 (Homo sapiens), O95551 | T5PNP hydrolysis, p-nitrophenol absorbance 415 nm | inhibition, % at 12.8 µM | 0.34% of 370,000 active | AID 720702, 2013;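 active = inhibition above the mean of all tested compounds plus 3 SD, set per campaign, cut at about 25% in these data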;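 also: 0% = DMSO with enzyme and 100% = buffer with substrate but no TDP2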
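Test system: human TDP2 enzyme; Input: 120 nM TDP2 per well; Buffer or medium: Mg2+-containing Tris-HCl buffer, pH 7.5; Reagent: 5 mM T5PNP; Dosing: 12.8 µM single point, 1% DMSO; Incubation: reaction 2 h, 37 °C; Detection: p-Nitrophenol epi absorbance; Read-out: % inhibition relative to enzyme-containing and enzyme-free wells; Replicates: single well per compound.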
Tn7 DDE FP = inhibitors of Tn7 peptide binding to fibrin DD(E), primary screen, biochemical, fluorescence polarization, human fibrin, Tn7 probe. 0.13% of 370,000 active. FP displacement of FITC-Tn7 peptide from fibrin DD(E); 0% = median of compound wells per plate. AID 720508, 2013. inhibition, % at 8.3 µM. Fibrinogen beta chain (Homo sapiens), P02675;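 active = inhibition above the mean of compounds falling within the control limits plus 3 SD of them, cut at about 14% in these data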;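 also: 0% = plate median of compound wells and 100% = 10 µM Aha-Tn7 peptide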
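Test system – human fibrin DD(E) · Times – 10 min preincubation, 3 h with tracer, room temperature · Detection – fluorescence polarization of the labelled Tn7 tracer · Measure – percent inhibition normalized to high-control wells · Benchmarks – high control wells with 10 µM unlabelled Aha-Tn7 peptide (full inhibition) · Repeats – singlicate testing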
TCR-CD3 inh = inhibitors of human TCR-CD3 interaction, primary screen, biochemical, fluorescence, TAMRA-labeled TCR probe; 0.37% of 360,000 active; inhibition, % at 9.4 µM; in the data active = inhibition above about 19%;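 also: recombinant mutant TCR 2C K166C tagged with TAMRA read by polarization; 0% = receptor in buffer alone and 100% = receptor with positive control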
PRMT1 inh = PRMT1 methyltransferase inhibitors, primary screen, biochemical, fluorescence polarization | recombinant PRMT1, activity-based probe fluorescence polarization | inhibition, % at 2.79 µM | AID 652257, 2013 | Protein arginine N-methyltransferase 1 (Homo sapiens), Q99873 | 1.3% of 370,000 active;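 active = inhibition above about 21% made by adding two undisclosed values, limit read from the data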
Target sequence (Q99873 whole entry, looked up): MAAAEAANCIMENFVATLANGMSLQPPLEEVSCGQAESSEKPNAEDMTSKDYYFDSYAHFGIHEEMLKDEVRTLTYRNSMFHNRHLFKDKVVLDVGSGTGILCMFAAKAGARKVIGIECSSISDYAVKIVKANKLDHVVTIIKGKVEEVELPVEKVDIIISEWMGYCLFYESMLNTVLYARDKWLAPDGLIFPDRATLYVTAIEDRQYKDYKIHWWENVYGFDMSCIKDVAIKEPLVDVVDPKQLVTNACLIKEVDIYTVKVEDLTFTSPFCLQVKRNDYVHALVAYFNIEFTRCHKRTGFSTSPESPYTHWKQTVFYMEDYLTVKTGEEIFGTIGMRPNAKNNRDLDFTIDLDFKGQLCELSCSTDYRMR
LEDGF integ inh = blockers of LEDGF/p75-dependent integrase strand transfer – biochemical, TR-FRET, high throughput, primary screen | TR-FRET IN-LEDGF/p75 DNA integration, Eu/Cy5 | inhibition, % at 3.7 µM | 0.64% of 370,000 active;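 active = inhibition above the screen-wide mean plus 3 SD, cut at about 13% in these data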;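 also: signal is the Cy5 over europium emission ratio at 671 and 618 nm; 0% = plate median of compound wells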
* hit, by the source's call. An unsorted share of the library (roughly 4.6% active in at least one column).

compound	MBD2 inh	SIAE primary	proKLK7 act	UHRF1 binding	DDE Tn6 FP inh	TDP2 inh	Tn7 DDE FP	TCR-CD3 inh	PRMT1 inh	LEDGF integ inh
COc1ccc(C2CC(c3cccc(OC)c3OC)n3nnnc3N2)cc1 (configuration not stated)	2	3	0.9	-1	-7	-8	0	5	-3	1
O=C(CCn1c(=S)oc2ccccc21)NCCC1=CCCCC1	0	-16	-0.1	5	0	-15	5	6	-2	6
N[C@@]12CCc3nonc3[C@]1(O)CC(c1ccccc1)=[N+]2[O-]	-5	8	0.3	-4	-7	3	-2	0	-2	2
COc1ccccc1C(=O)NNC(=O)C(=O)NC1CCCCC1	0	0	1.3	1	-7	2	-2	2	-2	-2
CC(=O)c1ccc(OCCCC(=O)Nc2ccc(S(=O)(=O)N3CCOCC3)cc2)cc1	3	1	0.5	1	2	-4	0	-5	3	-3
CC1(C)CC(=O)C/C(=N/NC(=O)CCCOc2ccc(Cl)cc2Cl)C1	-3	2	-0.7	-5	0	-11	-5	7	0	-3
Cc1c(C(=O)NCc2cccs2)sc(=O)n1Cc1ccc(S(=O)(=O)N(C)C)cc1	-2	5	-0.8	2	4	4	-7	2	2	-3
CN(C)CCN(C(=O)CCS(=O)(=O)c1ccccc1)c1nc2c(F)cccc2s1	-6	-1	-0.3	0	0	10	-1	3	1	2
O=c1[nH]c(SCc2n[nH]c(=S)n2-c2ccccc2)nc2ccccc12	-1	-7	0.1	3	2	-4	9	1	3	0
O=C(NCc1ccccc1)c1cc(C2COCCN2C(=O)c2ccc(Cl)cc2)on1 (configuration not stated)	-1	-3	0.5	1	-4	-1	4	6	-2	3
COc1cc(Nc2nc3ccccc3nc2NS(=O)(=O)c2ccc([N+](=O)[O-])cc2)cc(OC)c1OC	2	13	-0.6	0	4	8	6	-3	2	-2
O=C(NCc1ccccc1)C(=O)Nc1nc(C23CC4CC(CC(C4)C2)C3)cs1	-3	8	0.3	-2	4	-8	-2	-1	-2	1
CN(c1cccc(NC(=O)c2ccc(Cl)c(S(=O)(=O)N3CCOCC3)c2)c1)S(C)(=O)=O	0	3	-0.1	-1	-2	2	4	5	3	-1
O=C(NCc1ccc2c(c1)OCO2)c1cc(-c2ccccc2)on1	2	-3	-0.4	2	0	-1	3	-7	0	1
COc1cc(OC)cc(C(=O)N2CCN(C(=O)Cc3ccccc3)CC2)c1	-4	-1	0.0	3	-8	-6	-10	2	3	-4
COc1ccc(OC)c(C(=O)N(C)C2CCCN(Cc3ccccc3F)C2)c1 (configuration not stated)	1	4	-0.7	4	-7	-12	0	7	2	-6
O=S(=O)(Nc1cccc2[nH]ncc12)c1cccs1	-2	7	0.5	-2	1	5	2	2	0	-2
CS(=O)(=O)Nc1ccc(C(=O)NCC2CCCO2)cc1 (configuration not stated)	3	6	0.6	-3	3	11	-2	7	-2	-3
C=CCc1ccc(OCCCCN2CC(C)CC(C)C2)c(OC)c1 (configuration not stated)	4	2	0.0	0	-3	15	-1	-5	3	0
O=S(=O)(Nc1ccc(-n2cnnn2)cc1)c1cccc(Cl)c1	-3	-9	-0.6	-3	-6	1	-2	3	-2	2
Cc1nc(SCC(=O)NC(C)(C#N)C2CC2)c2c(-c3cccs3)csc2n1 (configuration not stated)	1	3	-0.2	0	8	-3	-2	6	-2	0
O=C(NCCCl)NNC(=O)c1cc2ccccc2cc1O	1	10	-1.6	-2	-1	-16	-6	19*	7	-2
CC1(C(=O)N/N=C/c2c(F)c(F)c(F)c(F)c2F)CC1(Cl)Cl (configuration not stated)	4	-1	0.2	0	0	2	6	-3	2	-4
N#CC[C@H](Cc1ccccc1)N1CC[C@@H](NC(=O)OCc2ccccc2)CCC1=O	9	-4	-0.5	5	-2	3	4	1	3	-2
O=C(Nc1cccc(C(=O)O)c1)Nc1ccc2c(c1)OCO2	-2	7	-0.1	-3	0	2	-3	12	1	3
COc1ccc(CCNC(=O)CC(=O)NCCc2ccc(OC)cc2)cc1	10	-5	8.1	-1	0	5	-3	1	1	1
COc1cc(OC)cc(C(=O)NNC(=O)CCNS(=O)(=O)c2ccc(Br)cc2)c1	3	-6	-0.1	7	-3	-4	4	10	3	0
CC(=O)Nc1cccc(C(=O)OC(C)C(=O)N2CCc3ccccc32)c1 (configuration not stated)	-1	0	-0.1	-4	-2	13	0	1	-5	5
CC(C)(C)c1ccc(OCCCNCc2ccccc2)cc1	2	-3	-0.6	1	6	-2	0	-6	2	1
COc1ccc([C@H]2CC(=O)C=C(c3ccc4ccn(C)c4c3)C2)cc1	0	-11	-0.3	1	-6	-3	-7	4	0	3
c1ccc(-c2ccnc3nc(N4CCN(c5ccccc5)CC4)nn23)cc1	1	-4	1.0	-6	0	-5	-5	8	-1	0
O=C(O)c1cccc(OCc2ccccc2Cl)c1	5	-5	-0.1	7	2	-9	2	-5	4	3
Cc1ccc(-n2ncc3c(SCc4cccc(C)c4)ncnc32)cc1	-5	6	0.2	-2	1	5	-3	7	1	0
Cc1cc(C)c(OCC(=O)N(Cc2cccs2)C2CCS(=O)(=O)C2)c(C)c1 (configuration not stated)	6	-1	-0.4	2	-2	10	3	-5	2	-2
CCCCN(C(=O)CCC(=O)Nc1cc(C)on1)C(C(=O)NC(C)(C)C)c1ccccc1Cl (configuration not stated)	-7	3	-0.1	1	3	9	2	5	1	1
CC(=O)NC1C(=O)N=C(SCC(=O)Nc2cccc(Cl)c2)NC1=O (configuration not stated)	3	-4	-0.4	-5	6	10	3	3	39*	-3
COc1cc2c3c(c1OC)C1(C=CC(=O)C=C1)CC3N(C(=O)c1ccccc1)CC2 (configuration not stated)	1	-5	-0.4	0	-6	-4	4	-1	-1	-1
CCCCn1c(N)c(N(CCOC)C(=O)COC(=O)COc2cc(C)c(Cl)cc2C(C)C)c(=O)[nH]c1=O	-2	-2	0.1	-2	0	1	-2	-1	0	-2
COc1cc(O)c2c(=O)c3c(OC)c(O)ccc3oc2c1	1	-7	1.6	-25	-3	1	2	2	0	2
CC1(C2(O)CCCCC2)NCCc2ccccc21 (configuration not stated)	2	6	0.7	-1	-6	4	-1	-3	-1	4
Cc1nnc(SCC(=O)Nc2nccs2)o1	-1	-1	-0.1	2	2	2	-4	-10	4	-4
COc1ccc(-c2c(Sc3ccccc3)c3cc(-c4ccc(OC)c(F)c4)ccc3n2C)cc1	-3	-9	-1.7	-2	-6	11	1	-3	4	0
Cc1cc(C(=O)Cn2nc(C(=O)O)c3ccccc3c2=O)c(C)n1CC(F)(F)F	-6	4	0.8	-2	-7	15	-3	-4	1	-1
O=C(NCC1CCCO1)c1ccc(N2CCCCC2)c([N+](=O)[O-])c1 (configuration not stated)	-10	-3	0.0	-6	7	-16	4	4	-2	1
CC(=O)Nc1cccc(NC(=O)c2ccc(Br)cc2)c1	-1	-9	-0.1	7	-3	-14	1	-4	1	-1
Cc1ccccc1-c1nc(-c2ccc(NC(=O)c3ccc4c(c3)OCO4)cc2)no1	3	-28	-0.7	-4	-9	8	2	-6	2	0
CCOc1cc(C(=O)Nc2cc(F)ccc2C)ccc1OCC(=O)N1CCOCC1	-4	1	0.2	11	-6	-2	-1	0	0	-4
CCOc1ccccc1N1C(=O)c2ccc(C(=O)Nc3cccnc3)cc2C1=O	-3	3	0.3	-1	0	7	-2	2	-1	1
CC1CN(S(=O)(=O)c2ccc(C(=O)Nc3nccs3)cc2)CC(C)O1 (configuration not stated)	-3	9	0.1	0	-9	8	3	6	-7	5
Cc1nn(-c2ccccc2)c(C)c1NC(=O)COc1ccc(Br)cc1Cl	-5	10	0.0	1	5	-5	3	0	-3	-3

A portion from the list above:
compound	MBD2 inh	SIAE primary	proKLK7 act	UHRF1 binding	DDE Tn6 FP inh	TDP2 inh	Tn7 DDE FP	TCR-CD3 inh	PRMT1 inh	LEDGF integ inh
CCOc1ccccc1N1C(=O)c2ccc(C(=O)Nc3cccnc3)cc2C1=O	-3	3	0.3	-1	0	7	-2	2	-1	1
CC1CN(S(=O)(=O)c2ccc(C(=O)Nc3nccs3)cc2)CC(C)O1 (configuration not stated)	-3	9	0.1	0	-9	8	3	6	-7	5
Cc1nn(-c2ccccc2)c(C)c1NC(=O)COc1ccc(Br)cc1Cl	-5	10	0.0	1	5	-5	3	0	-3	-3
